High-throughput results as filed in PubChem.
SENP7 inh = SENP7 protease inhibition. Q9BQF6. recombinant SENP7, Z-RLRGG-aminoluciferin luminescence, 40 min. inhibition, % at 5 µM. actives 1.5% (n = 330,000). AID 434973;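 active = inhibition above about 50% at the single test dose, limit read from the data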;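 note: plate controls were DMSO with enzyme for no effect and no enzyme buffer wells for full effect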
Target sequence (Q9BQF6 706-1050 limits assumed): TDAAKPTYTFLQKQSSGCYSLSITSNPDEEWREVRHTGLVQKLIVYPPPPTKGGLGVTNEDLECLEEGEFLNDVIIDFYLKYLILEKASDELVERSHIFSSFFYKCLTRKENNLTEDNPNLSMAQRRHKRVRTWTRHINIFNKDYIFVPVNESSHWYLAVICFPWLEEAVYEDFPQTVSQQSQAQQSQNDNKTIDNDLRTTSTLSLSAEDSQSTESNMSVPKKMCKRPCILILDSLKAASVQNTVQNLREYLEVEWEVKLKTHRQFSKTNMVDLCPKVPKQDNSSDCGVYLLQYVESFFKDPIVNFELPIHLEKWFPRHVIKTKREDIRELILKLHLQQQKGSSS
SENP8 block-1 = SENP8 (human) protease inhibition; Q96LD8; AID 602440; actives 0.64% (n = 360,000); inhibition, % at 20 µM; recombinant SENP8, Nedd8 substrate fluorescence; in the data active = inhibition mostly above about 40%, no sharp cut-off; inactive = mostly below about 27%
SENP6 inh = inhibitors of human SENP6 protease; inhibition, % at 10 µM; actives 1.8% (n = 330,000); Q9GZR1; AID 2599; Recombinant SENP6 catalytic domain, aminoluciferin luminescence;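 active = inhibition above about 50% at the single tested dose, limit read from the data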;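 note: plate controls were DMSO wells with enzyme for no effect and DMSO wells lacking enzyme for full effect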
Target sequence (Q9GZR1 628-1112 limits assumed): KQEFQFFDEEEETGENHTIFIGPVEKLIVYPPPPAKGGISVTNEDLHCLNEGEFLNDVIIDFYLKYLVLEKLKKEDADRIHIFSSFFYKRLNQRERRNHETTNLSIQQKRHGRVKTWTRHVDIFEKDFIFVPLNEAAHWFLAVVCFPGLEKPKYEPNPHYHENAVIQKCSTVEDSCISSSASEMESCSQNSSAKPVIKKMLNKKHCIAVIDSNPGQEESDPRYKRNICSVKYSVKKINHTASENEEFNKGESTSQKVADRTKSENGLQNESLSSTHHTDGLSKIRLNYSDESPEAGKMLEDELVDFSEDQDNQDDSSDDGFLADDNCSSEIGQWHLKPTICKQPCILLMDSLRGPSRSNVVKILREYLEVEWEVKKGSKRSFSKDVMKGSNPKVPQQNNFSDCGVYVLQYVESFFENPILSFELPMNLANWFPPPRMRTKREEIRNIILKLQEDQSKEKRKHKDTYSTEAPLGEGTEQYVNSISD
MIN6 prolif = MIN6 beta-cell proliferation induction. MIN6 cells proliferation, ATPlite luminescence, 48 h; cells starved in 0.2% serum; 100% = growth in 10% serum. proliferation, % at 10 µM. actives 0.29% (n = 330,000);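 active = compounds whose signal lies at least 3.5 SD above the mean of all wells on their plate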;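 note: 0% = DMSO-treated cells in low-serum medium and 100% = 10% serum control; some compounds called inactive have numbers as strong as hits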
UBC13 polyUb = inhibitors of human UBC13 polyubiquitin chain formation | P61088 | actives 0.47% (n = 330,000) | TR-FRET | inhibition, % at 20 µM; in the data active = inhibition above about 45%, passing the limit was not always enough
PfGluPho inh = PfG6PD (Plasmodium falciparum) enzyme inhibition; inhibition, % at 20 µM; AID 504690; actives 0.78% (n = 350,000); PfGluPho enzyme, NADPH resazurin-diaphorase fluorescence;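 active = inhibition reaching at least a set limit at 20 µM in the primary screen, cut at about 59% in these data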;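 note: 0% = DMSO wells with substrate and 100% = DMSO wells lacking glucose-6-phosphate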
SENP8 block-2 = blocks the human protease SENP8; actives 1.2% (n = 330,000); purified SENP8, Z-RLRGG-aminoluciferin cleavage, luminescence; AID 2540; inhibition, % at 10 µM; in the data active = inhibition above about 50%
SENP1 FRET inh = blocks the human SENP1 SUMO protease catalytic domain; Q9P0U3; recombinant SENP1 catalytic domain, CyPet-SUMO1-YPet FRET cleavage; inhibition, % at 10 µM; actives 0.21% (n = 360,000);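 active = inhibition at least 30% at 10 µM, raw YFP signal under a set limit, fluorescence ratio 0.5 to 1.5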;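 note: 0% = enzyme with DMSO and 100% = no enzyme wells; some results filed as inactive read as strong as hits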
Target sequence (Q9P0U3 419-644 limits assumed): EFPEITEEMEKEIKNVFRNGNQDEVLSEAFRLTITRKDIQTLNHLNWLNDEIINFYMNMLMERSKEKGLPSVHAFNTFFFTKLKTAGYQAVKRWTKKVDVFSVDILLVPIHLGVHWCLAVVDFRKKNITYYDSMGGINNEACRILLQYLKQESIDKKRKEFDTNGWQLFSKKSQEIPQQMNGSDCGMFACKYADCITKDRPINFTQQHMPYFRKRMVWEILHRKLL
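material = recombinant human SENP1 catalytic domain, His6-tagged | quantity = 20 pM enzyme | reagent = 25 nM SUMO1 FRET substrate | compound dosing = 10 µM single point, 0.5% DMSO | timing = 50 min enzyme reaction, room temperature, light-protected | detection = FRET, CFP and YFP emission | control set = no-enzyme low, enzyme-DMSO high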
HKDC1 inhibitor = blocks human hexokinase HKDC1 activity | actives 0.16% (n = 340,000) | recombinant HKDC1, G6PDH/diaphorase resazurin coupled fluorescence | inhibition, % at 20 µM | Q2TB90;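 active = inhibition above about 35% when tested at 20 µM, limit read from the data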;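 note: plate controls were DMSO wells with enzyme for no effect and DMSO wells lacking enzyme for full effect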
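Test system: HK5 enzyme. Quantity: 5 µg/mL HK5 final. Reagent: glucose and ATP substrates. Schedule: 90 min reaction incubation at room temperature, dark. Technique: resazurin-to-resorufin fluorescence via G6PDH and diaphorase coupling, 525/613 nm. Control set: DMSO wells with and without enzyme mix.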
Active calls of the source: *; nt = no result given. This is a random part of the collection; about 4% have a hit in one of these screens.

Start of the listing, in advance, six compounds:
SMILES | SENP7 inh | SENP8 block-1 | SENP6 inh | MIN6 prolif | UBC13 polyUb | PfGluPho inh | SENP8 block-2 | SENP1 FRET inh | HKDC1 inhibitor
COc1ccccc1N(CC(=O)NCCSCc1cccc(Cl)c1)S(C)(=O)=O | 5 | 14 | -13 | -1 | -2 | -18 | 2 | 0 | 0
CN(c1ccccc1C(=O)N1CCN(Cc2ccc3c(c2)OCO3)CC1)S(C)(=O)=O | 7 | 5 | 12 | 2 | 4 | -3 | 1 | 0 | -10
C/C(=N/OC(=O)c1c(-c2c(F)cccc2Cl)noc1C)c1cnccn1 | -5 | 25 | -1 | 2 | -8 | -16 | -13 | 3 | -3
CCn1nnc(NC(=O)COc2cc(C)ccc2C(C)C)n1 | 0 | 15 | -18 | 0 | 11 | 5 | -1 | 1 | -1
C=CCSc1ncc(CO)n1Cc1ccccc1 | 6 | 14 | -9 | 0 | 4 | -8 | -14 | 1 | -5
CCOc1ccc(NC(=O)c2ccc3c(=O)n(-c4ccc(OC)cc4OC)c(=S)[nH]c3c2)cc1 | 3 | 6 | -11 | 0 | -11 | nt | 3 | -2 | nt

All compounds of this part (from the top)
SMILES | SENP7 inh | SENP8 block-1 | SENP6 inh | MIN6 prolif | UBC13 polyUb | PfGluPho inh | SENP8 block-2 | SENP1 FRET inh | HKDC1 inhibitor
COc1ccccc1N(CC(=O)NCCSCc1cccc(Cl)c1)S(C)(=O)=O | 5 | 14 | -13 | -1 | -2 | -18 | 2 | 0 | 0
CN(c1ccccc1C(=O)N1CCN(Cc2ccc3c(c2)OCO3)CC1)S(C)(=O)=O | 7 | 5 | 12 | 2 | 4 | -3 | 1 | 0 | -10
C/C(=N/OC(=O)c1c(-c2c(F)cccc2Cl)noc1C)c1cnccn1 | -5 | 25 | -1 | 2 | -8 | -16 | -13 | 3 | -3
CCn1nnc(NC(=O)COc2cc(C)ccc2C(C)C)n1 | 0 | 15 | -18 | 0 | 11 | 5 | -1 | 1 | -1
C=CCSc1ncc(CO)n1Cc1ccccc1 | 6 | 14 | -9 | 0 | 4 | -8 | -14 | 1 | -5
CCOc1ccc(NC(=O)c2ccc3c(=O)n(-c4ccc(OC)cc4OC)c(=S)[nH]c3c2)cc1 | 3 | 6 | -11 | 0 | -11 | nt | 3 | -2 | nt
CCOC(=O)c1c(-c2ccccc2)nc2ccc(C)cn12 | 8 | -16 | -3 | -1 | 0 | 18 | -1 | -1 | -5
O=C(CN1CCOCC1)Nc1ncc(Cc2cccc3ccccc23)s1 | -9 | 6 | -7 | -2 | -4 | 17 | 1 | 2 | 17
Cc1ccnc(SCc2nc3ccccc3s2)n1 | -8 | 12 | -4 | 2 | 0 | -14 | -9 | -3 | 2
COc1ccc(/C=C(\C#N)C(=O)NCC2CCCO2)cc1OC (stereo not given) | 1 | -20 | -14 | -3 | -12 | -4 | 3 | 3 | -4
O=C(/C=C(\O)c1ccc(Cl)cc1)C(=O)NNC(=O)C(O)(c1ccccc1)c1ccccc1 | 8 | 14 | -10 | -4 | -28 | -24 | 2 | 5 | 5
Cc1ncc(CN2CCC(CO)(Cc3ccccc3)CC2)s1 | -1 | 19 | -2 | 0 | 6 | -9 | -1 | -1 | -8
O=C(O)c1cc(-c2ccccc2)on1 | 3 | 1 | 4 | -1 | -5 | -16 | 5 | 3 | -5
O=C(CNC(=O)c1ccc(S(=O)(=O)N2CCCC2)cc1)N/N=C/c1ccc(F)cc1 | -2 | 27 | -7 | -2 | 4 | -25 | -1 | 2 | -5
O=C(NCc1nc2ccccc2[nH]1)c1ccccc1F | -1 | 0 | 1 | 1 | 1 | -10 | -4 | 2 | -2
O=C1CCC(C(=O)N2CCc3c(Cl)cccc3C2)CN1CCCN1CCOCC1 (stereo not given) | -1 | 6 | 10 | 1 | -3 | -6 | 9 | 0 | -5
CCc1nnc(NC(=O)C(CC)CC)s1 | -9 | 23 | -26 | -3 | -9 | -9 | -4 | 0 | -7
CCN1CCN(CCCNC(=O)C(=O)c2c(C)[nH]c3ccccc23)CC1 | -6 | 14 | 0 | -1 | -5 | 1 | 3 | 1 | -5
O=C(Nc1ccc(O)cc1)/C(=C\C=C\c1ccccc1)NC(=O)c1ccccc1 | 6 | 22 | 9 | -4 | 0 | 1 | 4 | 2 | -2
COc1ccc(C(=O)NCC(=O)NCC2COc3ccccc3O2)cc1 (stereo not given) | -4 | 5 | -19 | -1 | 2 | -4 | -3 | -3 | 5
Cc1ccc2c(C)c(C(=O)Nc3cccnc3)oc2c1 | 15 | 6 | 6 | 1 | 18 | 16 | -1 | 1 | 5
Cc1ccc(C)c2[nH]c(=O)c(CN(Cc3ccco3)C(=S)NCC3CCCO3)cc12 (stereo not given) | 8 | -38 | 18 | -4 | 4 | 25 | 4 | -3 | -7
OC(CN=c1sc2ccccc2n1CC(O)COc1ccccc1)COc1ccccc1 (stereo not given) | -6 | 20 | -1 | -5 | 7 | 23 | 3 | -1 | 8
CC(=O)c1ccc(Nc2nc(-c3ccccc3)nc3ccccc23)cc1 | nt | -444 | nt | nt | nt | 25 | nt | -1 | -6
CCN(CC(=O)Nc1ccccc1OC)C(=O)c1ccc(NS(=O)(=O)c2ccc(C(C)=O)cc2)cc1 | 1 | 9 | 8 | -3 | -11 | -23 | 8 | 3 | 1
CCOC(=O)NNC(=O)C1CCC(C)CC1 (stereo not given) | 2 | 7 | 9 | 0 | 2 | -3 | -1 | 0 | -1
O=C(/C=C\Nc1ccc2c(c1)OCO2)c1cccs1 | -4 | -2 | -14 | -3 | -19 | 44 | 94* | -24 | -2
CCN(c1ccc(NC(=O)COC(=O)c2cc3ccccc3oc2=O)cc1)C(C)C | 11 | 14 | 9 | -2 | 0 | 31 | 4 | 0 | -3
O=C(CCc1ccccc1)NCC1(c2ccccc2)CCCC1 | -3 | 15 | -13 | -1 | 0 | 4 | -10 | 1 | 6
O=C(CSc1nnc(COc2ccc(Cl)cc2)n1Cc1ccco1)c1ccccc1F | -11 | -3 | 3 | -4 | -1 | -3 | -6 | 0 | 1
COc1cccc(-n2nnc3c(=O)n(C/C=C/c4ccccc4)cnc32)c1 | -4 | 12 | -8 | 0 | 14 | -12 | -3 | 2 | 4
O=C(c1ccccc1Nc1ccc(SC(F)F)cc1)N1CCCCC1 | -5 | 4 | -18 | -4 | -2 | -11 | -9 | -1 | -4
Cc1ccc(NC(=O)CN2CCN(C)CC2)cc1S(=O)(=O)N1CCOCC1 | -6 | 21 | -6 | -2 | 18 | 2 | 0 | -3 | -5
CCCCSc1nc2c(c(=O)[nH]c(=O)n2C)n1CCc1ccccc1 | -11 | 3 | -18 | -1 | 5 | 29 | -12 | 3 | -3
Cc1noc(C)c1C(=O)OCC(=O)Nc1c(F)cccc1F | 2 | 11 | 15 | 0 | 9 | -5 | -2 | 0 | -6
Cc1ccc2c(c1)[C@H]1[C@H](CO2)[C@H](c2ccccc2)[C@]2(C)C(=O)Nc3cc(F)ccc3C(=O)N12 | 5 | -12 | -2 | -6 | -8 | -2 | -4 | 1 | -2
COCC1CCCCN1C(=O)c1ccc(OC2CCN(CCc3ccccc3)CC2)cc1 (stereo not given) | 6 | 0 | -3 | -1 | 0 | -11 | -7 | -3 | -4
CS(=O)(=O)c1ccccc1-c1nnc(NC(=O)Cc2ccccc2)o1 | -11 | -24 | -3 | -2 | -11 | -5 | -1 | 3 | -2
CCc1[nH]nc2c1C(c1ccsc1)C(C#N)=C(N)O2 (stereo not given) | 1 | 20 | 0 | 0 | 4 | 5 | -7 | 1 | -5
COc1ccc(NC(=O)CCNC(=O)c2ccccc2)cc1S(N)(=O)=O | 3 | 11 | -20 | 0 | -1 | 12 | -4 | 9 | -4
Cc1ccccc1N1CC(O)(c2ccccc2)[N+]2=C1SCC2 (stereo not given) | 2 | 11 | -14 | -3 | 15 | 14 | 0 | -1 | -4
CN(c1ccccc1)S(=O)(=O)c1cccc(NC(=O)Cn2cnc3ccccc3c2=O)c1 | 0 | -6 | -16 | -1 | 7 | 15 | 1 | 3 | 0
O=C(COC(=O)c1ccccn1)NC1CCCCC1 | 1 | 14 | -2 | -1 | 6 | 4 | -1 | 10 | -4
O=C(OCC(=O)N1CCN(C(=O)c2ccco2)CC1)c1cc(F)c(F)cc1Cl | -4 | 10 | -16 | -5 | -14 | 1 | -12 | 3 | -7
CC1CN(C(=O)C(C)Sc2nnnn2C)CC(C)O1 (stereo not given) | 4 | 25 | 2 | -2 | -1 | -2 | -2 | 2 | -4
COCCN(CC(=O)Nc1cccc(C)c1C)C(=O)c1ccc2ccccc2n1 | 4 | -6 | 4 | -1 | 2 | 3 | 6 | 1 | -7
CC(C)c1ccc(C(=O)N2CCCN(C(=O)c3ccc(C(C)C)cc3)CC2)cc1 | 2 | 23 | 0 | 0 | 7 | 2 | -6 | 0 | -1
CCc1ccc(CC)c(S(=O)(=O)Nc2ccc(C(=O)O)c(O)c2)c1 | -8 | 6 | -7 | -1 | -13 | -10 | -10 | -1 | 10
COc1cccc(NC(=O)CSc2nnc(COc3ccc4c(c3)CCCC4)o2)c1 | 2 | 27 | -18 | -2 | 6 | 9 | -2 | 0 | 0
COc1ccc(C(C(=O)NC2CCCCC2)N(C(=O)c2ccco2)c2ccccc2OC)cc1 (stereo not given) | -2 | 12 | -7 | -1 | -11 | 0 | 4 | 3 | -3

Continuation.
SMILES | SENP7 inh | SENP8 block-1 | SENP6 inh | MIN6 prolif | UBC13 polyUb | PfGluPho inh | SENP8 block-2 | SENP1 FRET inh | HKDC1 inhibitor
N=c1oc2ccc3ccccc3c2cc1C(N)=S | 11 | -380 | -6 | -5 | -7 | -4 | -7 | -29 | 10
O=C(CN1C(=O)S/C(=C\c2ccccn2)C1=O)Nc1ccc(F)cc1 | -5 | 9 | 0 | -2 | -1 | 5 | -4 | -5 | -2
O=C1C(=O)N(C2CCS(=O)(=O)C2)C(c2cccc(O)c2)/C1=C(/O)c1ccc(Cl)cc1 (stereo not given) | 8 | -1 | 9 | 2 | -6 | -4 | 0 | 1 | -5
Cc1ccc(CNC(=O)CCS(=O)(=O)c2ccc3c(c2)CC(C)N3C(=O)C2CC2)o1 (stereo not given) | 11 | 9 | -16 | -3 | -5 | 0 | -9 | -2 | -1
O=C(c1ccco1)N1N=C(C2CCCCC2)CC1(O)C(F)(F)F (stereo not given) | 8 | 4 | -15 | 1 | 3 | 1 | -8 | 1 | -12
CCOC(=O)C1CCN(C(=O)c2ccc(Br)o2)CC1 | -7 | 7 | -9 | 0 | -16 | -21 | -5 | 2 | 11
CC(=O)c1cc(C(=O)c2ccccc2)sc1Nc1ccccc1 | 1 | -243 | 16 | -4 | 0 | 15 | -1 | -104 | -5
CCOC(=O)c1cnc(Nc2ccccc2)nc1C(F)(F)F | -4 | 8 | -1 | -2 | 0 | 11 | -15 | -1 | 6
Cn1c(C(=O)N[C@@H](C(=O)O)c2ccccc2)cc2cc(Cl)ccc21 | -9 | 2 | -20 | -2 | -2 | -30 | -8 | 24 | 1
CS(=O)(=O)c1ccc(Cl)c(NC(=O)Nc2ccccc2)c1 | 3 | 16 | -4 | -2 | -8 | 42 | -2 | 1 | -7
COc1cccc(C(=O)NCC2CCCN(C3CCCCC3)C2)c1OC (stereo not given) | -1 | 9 | -2 | -2 | -4 | -15 | -2 | -7 | -1
CCOC(=O)[C@H]1[C@H]2COc3ccccc3[C@@H]2N2C(=O)c3c(C)cc(C)cc3NC(=O)[C@@]12C | -8 | 16 | -22 | -2 | 5 | -5 | -11 | 3 | -5
